TRPC6 inh – blocks the mouse TRPC6 cation channel | Q61143 | HEK293-TRPC6, membrane potential dye, ACh-evoked depolarization; active compounds read low | B-score at 10 µM | actives 1.1% (n = 310,000) | AID 2553;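 active = B-score under library mean minus 3 SD, initial fluorescence not abnormally high, positive integrated signal ratio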;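 note: B-score derived from integrated fluorescence ratio over the kinetic read; more negative B-score means stronger inhibition of depolarization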
TRPC6 activator – activators of mouse TRPC6 channel; Q61143; B-score at 10 µM; actives 0.13% (n = 310,000); HEK293-TRPC6 membrane potential dye fluorescence; active compounds read high;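 active = B-score of the integrated fluorescence ratio above library mean plus 3 SD, and starting fluorescence ratio within library mean plus 5 SD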;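 note: higher score means more depolarization so channel activation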
MrgX1 antag – antagonists of human MrgX1 receptor; MRGX1-HEK293 calcium flux, Fluo-4, BAM8-22 antagonism; active compounds read low; B-score at 10 µM; actives 1.3% (n = 310,000); AID 588676;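 active = calcium-response B-score plate-corrected more than 3 library SD below zero, starting fluorescence within 5 deviations, no agonist response on first addition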;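 note: peak minus trough fluorescence over baseline after final BAM8-22 challenge near maximal dose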
Target sequence (Q96LB2 whole entry, looked up): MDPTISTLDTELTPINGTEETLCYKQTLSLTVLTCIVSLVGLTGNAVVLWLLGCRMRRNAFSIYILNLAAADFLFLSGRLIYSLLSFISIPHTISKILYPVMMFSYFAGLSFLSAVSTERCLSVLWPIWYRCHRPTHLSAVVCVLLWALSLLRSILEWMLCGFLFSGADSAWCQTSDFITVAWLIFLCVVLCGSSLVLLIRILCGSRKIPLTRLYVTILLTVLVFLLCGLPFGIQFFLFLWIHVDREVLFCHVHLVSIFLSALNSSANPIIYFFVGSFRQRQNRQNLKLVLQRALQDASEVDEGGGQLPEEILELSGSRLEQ
RGS4 pot – RGS4 potentiation or activation. HEK293 M3R/inducible RGS4, carbachol calcium flux Fluo4; active compounds read low. B-score at 10 µM. actives 0.92% (n = 310,000);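 active = B-score of the integrated calcium signal more than 4 SD below the library mean, with starting fluorescence not abnormally high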;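 note: negative B-score means reduced calcium response which marks RGS4 activation or potentiation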
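test system = HEK293 cells with stable M3R and inducible RGS4 | schedule = recording 10 s baseline at 1 Hz, 100 s post-agonist | technique = Fluo4-AM (2 µM) calcium-flux fluorescence, kinetic read | measure = Agonist-evoked peak-minus-minimum fluorescence over baseline, integrated ratio, B score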
Platelet DG rel – modulates dense granule release in human platelets | human platelet-rich plasma, SFLLRN dense granule ATP release, luminescence | inhibition, %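 (compounds screened at 7.5 µM in platelet-rich plasma)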 | actives 0.22% (n = 300,000) | AID 1663;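 active = mean replicate score, as percent of positive control, at or above 50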
TRPC4 inh – blocks the mouse TRPC4 cation channel | Q9QUQ5 | HEK293 TRPC4beta/mu-opioid, DAMGO-evoked Fluo4 calcium flux; active compounds read low | B-score at 10 µM | actives 0.39% (n = 300,000);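 active = B-score over 3 SD under the library average, no early fluorescence shift, positive overall ratio signal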
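Test system – stable TRPC4beta/mu-opioid receptor HEK293 cells · Probe or stimulus – DAMGO, a submaximal dose followed by a maximal one · Dosing – one concentration per compound · Signal – Fluo4 calcium fluorescence by kinetic imaging, 5 s 1 Hz baseline · Evaluation – per-well B score of integrated baseline-normalized Fluo4 ratio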
RGS4 block – inhibitors of human RGS4; P49798; HEK293 M3R/RGS4 inducible, Fluo-4 calcium flux; active compounds read high; triggered by carbachol at its EC20; B-score at 10 µM; actives 0.45% (n = 310,000);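 active = B-score, a plate-corrected calcium signal, over three deviations above library mean, with baseline fluorescence within five deviations of library mean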;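 note: RGS4 expression induced by doxycycline in cells with stable M3 receptor; B-score is computed from the integrated fluorescence ratio over baseline after carbachol; higher B-score means a larger calcium signal and so more RGS4 inhibition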
Target sequence (P49798 whole entry, looked up): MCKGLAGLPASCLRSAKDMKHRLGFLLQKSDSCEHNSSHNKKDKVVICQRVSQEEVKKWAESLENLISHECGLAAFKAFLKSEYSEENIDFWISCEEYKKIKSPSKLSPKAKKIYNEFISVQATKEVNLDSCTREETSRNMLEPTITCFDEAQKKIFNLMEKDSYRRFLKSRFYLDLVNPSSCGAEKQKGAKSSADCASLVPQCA
SKKanGAS inh – inhibitors of SKKanGAS S. pyogenes growth in kanamycin (SK-promoter or general growth effect) | BacTiter-Glo, 6 h | inhibition, % at 7.5 µM | actives 1.3% (n = 300,000);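 active = mean replicate score, as percent of positive control median, at least 50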;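 note: strain carries kanamycin resistance gene driven by streptokinase promoter and grows in 40 µg/ml kanamycin; loss of luminescence reflects streptokinase promoter inhibition or plain growth inhibition; 0% = median of DMSO wells and 100% = positive control at its reference dose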
MrgX1 agonist – agonists of human MrgX1 receptor | MrgX1-HEK293 cells, Fluo-4 calcium fluorescence, agonist mode; active compounds read high | B-score at 10 µM | actives 0.44% (n = 310,000) | AID 588627;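 active = calcium response B-score plate-corrected fluorescence ratio at least 3 library SD, with starting fluorescence B-score inside 5 SD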
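Assay system: stable human MrgX1 HEK293 cell line. Quantity: 15,000 cells per well. Schedule: cells plated overnight, dye loaded 0.5 h 37 °C, 0.5 h room temperature. Detection: Fluo-4 NW calcium-flux fluorescence, kinetic read. Read-out basis: peak-minus-minimum fluorescence over baseline, converted to B scores. Control set: positive and negative control wells on each plate.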
HIF activator – HIF pathway transcriptional activation | AID 1910 | U2OS HRE-luciferase reporter, luminescence; normalized: DMSO 0%, desferrioxamine 100% | actives 0.32% (n = 300,000) | activation, % at 7.5 µM (by protocol);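 active = mean activation of at least 10% of the iron chelator positive control signal, with at least half of replicates also reaching 10%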
MrgX1 PAM – human MrgX1 positive allosteric modulation, primary screen. MrgX1-HEK293, Fluo-4 calcium flux, FDSS; active compounds read high. AID 588675. B-score at 10 µM. actives 0.63% (n = 310,000);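 active = plate-corrected calcium response at least 3 library SD above typical, normal starting fluorescence, not activating the receptor alone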;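 note: compound read alongside a low EC10 to EC30 dose of BAM8-22 agonist; peak minus trough fluorescence over baseline measured at the second addition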
* hit, by the source's call; i = inactive; / = not tested or not shown.

Values run as follows: MrgX1 PAM	SKKanGAS inh	RGS4 block	TRPC6 activator	TRPC4 inh	Platelet DG rel	MrgX1 agonist	HIF activator	MrgX1 antag	TRPC6 inh	RGS4 pot
O=C(O)c1ccccc1N(Cc1ccccc1)C(=O)CO/N=C/c1ccccc1
→ i	7	i	i	i	0	i	-0.4	i	i	i
O=C(O)c1ccc(O)c(N2C(=O)Nc3ccccc3N2O)c1
→ i	11	i	i	i	4	i	-0.5	i	i	i
CS(=O)(=O)N1CCC(Oc2ccccc2C(=O)N2CCC[C@H]2CO)CC1
→ i	-4	i	i	i	5	i	1.5	i	i	i
Cc1ccc(S(=O)(=O)CCC(=O)OCc2ccccc2F)cc1
→ i	1	i	i	i	-3	i	0.0	i	i	i
CCc1ccc(C(=O)C(C)OC(=O)Cn2cnc3c2c(=O)n(C)c(=O)n3C)cc1 (centres undefined)
→ i	-7	i	i	i	-31	i	0.2	i	i	i
CCOc1ccc(C(=O)N/N=C/c2cc(Cl)ccc2[N+](=O)[O-])cc1
→ i	-6	i	i	i	-17	i	0.0	i	i	i
Cc1ccc(S(=O)(=O)N(CC(=O)N2CCC(C)CC2)c2cccc(C)c2)cc1
→ i	0	i	i	i	-1	i	-0.6	i	i	i
Cc1cc(C)c(C(=O)NC2CC(C)(C)Cc3c2cnn3-c2cccc(F)c2)[nH]1 (centres undefined)
→ /	2	i	i	i	-5	/	-0.8	/	i	i
CCOc1nc(Oc2cccc(C(=O)O)c2)nc(Oc2cccc(C(=O)O)c2)n1
→ i	0	i	i	i	/	i	/	i	i	i
S=c1[nH]nc(-c2ccc3ccccc3n2)n1Cc1ccccc1
→ i	0	i	i	i	-1	i	0.2	i	i	i
O=C(N/N=C/c1cn(Cc2ccccc2)c2ccccc12)c1ccncc1
→ i	1	i	i	i	10	i	-1.1	i	i	i
Cc1ccc2[nH]c(=O)c(C(c3nnnn3Cc3ccccc3)N3CCc4ccccc43)cc2c1 (centres undefined)
→ i	11	i	i	i	-5	i	-0.2	i	i	i
Cc1cccc(NC(=O)c2sc3nc4c(c(-c5cccs5)c3c2N)CN(C)CC4)c1
→ i	21	i	i	i	18	i	-0.1	i	i	i
O=C(CCN1C(=O)C2C3CCC(C3)C2C1=O)OCC(=O)c1cccc([N+](=O)[O-])c1 (centres undefined)
→ i	3	i	i	i	-1	i	-1.0	i	i	i
CCOc1ccc(-c2noc(-c3cccnc3)n2)cc1OC
→ i	-7	i	i	i	-2	i	3.2	i	i	i
O=C(NC1CCN(C(=O)NC2CCCCC2)CC1)c1ccco1
→ i	-5	i	i	i	-3	i	-0.7	i	i	i
Cc1c(OC(C)C(=O)NCc2cccnc2)ccc2c3c(c(=O)oc12)CCCC3 (centres undefined)
→ i	-6	i	i	i	24	i	-0.2	i	i	i
COc1ccc(OC)c(CN2CCN(C(=O)c3cc(S(=O)(=O)Nc4ccccc4OC)ccc3C)CC2)c1
→ i	-3	i	i	i	4	i	-0.8	i	i	i
CC(C)(C)c1ccc(C(=O)Nc2cccc3ncccc23)cc1
→ i	-3	i	i	i	-1	i	-0.1	i	i	i
CC(Oc1ccc(Cl)cc1)C(=O)N/N=C/c1ccsc1 (centres undefined)
→ i	5	i	i	i	-6	i	0.1	i	i	i
C/C(=N\NC(=O)CCC(=O)Nc1ccc(C)c(C)c1)c1cccs1
→ i	-3	i	i	i	2	i	0.2	i	i	i
Cc1cc2c(cc1C)CSC(c1ccc(O)cc1)SC2
→ i	-1	i	i	i	-9	i	/	i	i	i
COC(=O)c1ccc2c(=O)n(CCN3CCOCC3)c(SCC(=O)Nc3cccc(OC)c3)nc2c1
→ i	18	i	i	i	4	i	-0.1	i	i	i
O=C(Nc1ccc(Cl)c(S(=O)(=O)N2CCOCC2)c1)c1ccccn1
→ i	0	i	i	i	23	i	0.6	i	i	i
O=c1c2ccccc2nnn1Cc1ccccc1Cl
→ i	7	i	i	i	4	i	-0.2	i	i	i
O=C(CN1CCN(c2ccccc2)CC1)N1CCN(c2ccccc2)CC1
→ i	12	i	i	i	2	i	0.0	i	i	i
CC(=O)Nc1ccc(OCC(O)Cn2ccnc2C)cc1 (centres undefined)
→ i	-1	i	i	i	2	i	-0.3	i	i	i
COc1cc2[nH]cc(C(=O)NCc3ccccc3)c(=O)c2cc1OC
→ i	1	i	i	i	-3	i	-0.7	i	i	i
O=C(Cn1c(COc2ccccc2)nc2ccccc21)Nc1cc(Cl)ccc1Cl
→ i	-8	i	i	i	6	i	0.1	i	i	i
COc1cccc(C2/C(=C(\O)c3ccc4c(c3)OCCO4)C(=O)C(=O)N2Cc2cccnc2)c1 (centres undefined)
→ i	1	i	i	i	-6	i	0.9	i	i	i
NNC(=O)CCc1c[nH]c2ccccc12
→ i	-3	i	i	i	0	i	0.3	i	i	i
CCOc1ccc(-n2c(SCC(=O)Nc3ccc(CC)cc3)nc3n[nH]c(C)c3c2=N)cc1
→ i	1	i	i	i	6	i	-1.5	i	i	i
Brc1ccc(-c2nnc(-c3cccc(Br)c3)o2)cc1
→ i	-10	i	i	i	5	i	2.5	i	i	i
CCc1ccc(N=C2NC(=O)/C(=C/c3cc(OC)c(OC)c(OC)c3)S2)cc1
→ i	23	i	i	i	3	i	0.0	i	i	i
COc1ccccc1N1CC(C(=O)Nc2nnc(SCc3ccccn3)s2)CC1=O (centres undefined)
→ i	-1	i	i	i	5	i	-0.3	i	i	i
CCOc1ccc(/C=C2\NC(=S)NC2=O)cc1
→ i	6	i	i	i	1	i	0.1	i	i	i
COc1cccc(CN2CC(C(=O)NCCN3CCOC3=O)CCC2=O)c1 (centres undefined)
→ i	2	i	i	i	-3	i	-0.2	i	i	i
Cc1cccc(C)c1NC(=O)CNC(=O)c1ccc(NS(=O)(=O)c2ccc3[nH]c(=O)[nH]c3c2)cc1
→ i	-12	i	i	i	4	i	-0.7	i	i	i
O=C(CCN1CCN(CCO)CC1)Nc1ccc(C2CCCC2)cc1
→ i	-8	i	i	i	-19	i	-0.3	i	i	i
O=C(N/N=C/c1cccnc1)c1cc(-c2ccccc2Cl)nc2ccccc12
→ i	5	i	i	i	-5	i	-0.1	i	i	i
Cc1cccc2cc(CN(C(=S)NCC(C)C)C3CCCC3)c(=O)[nH]c12
→ i	-13	i	i	i	0	i	-0.1	i	i	i
Cc1cc(OCCCN2CCCC2)ccc1Cl
→ i	11	i	i	i	5	i	-0.5	i	i	i
COc1ccccc1Cc1nc(-c2ccncc2)no1
→ i	-4	i	i	i	-1	i	2.1	i	i	i
CC(=O)Nc1nc2ccccc2[nH]1
→ i	-8	i	i	i	2	i	0.8	i	i	i
CCC1=C(OC(=O)N(CC)CC)N2C(=O)OC(=NCC(=O)OC)[C@]2(Cc2ccccc2)[C@H]2C1=CC[C@H]1C(=O)N(c3ccccc3)C(=O)[C@H]12
→ i	0	i	i	i	-1	i	0.3	i	i	i
Cc1ccc(NC(=O)CCNC(=O)c2ccc(Cl)cc2)cc1F
→ i	-8	i	i	i	-4	i	0.3	i	i	i
CCCCn1c(N)c(N(Cc2ccccc2OC)C(=O)CN2C(=O)NC(C)(c3ccccc3)C2=O)c(=O)[nH]c1=O (centres undefined)
→ i	-6	i	i	i	-6	i	-0.2	i	i	i
COc1ccc(C(C)=O)cc1COC(=O)c1cnc(Cl)c(Cl)c1
→ i	4	i	i	i	-1	i	0.0	i	i	i
Cc1ccc(C)c(N(CC(=O)NCc2ccco2)C(=O)CCC(=O)Nc2ccccn2)c1
→ /	-5	i	i	i	6	/	0.0	/	i	i
CCN(CC)C(=O)CSC(Nc1cccc(F)c1)=C(C#N)C#N
→ i	21	i	i	i	4	39*	1.2	i	i	i

Continuation.
Values run as follows: MrgX1 PAM	SKKanGAS inh	RGS4 block	TRPC6 activator	TRPC4 inh	Platelet DG rel	MrgX1 agonist	HIF activator	MrgX1 antag	TRPC6 inh	RGS4 pot
C=CCNC(=O)CC1C(=O)NCCN1Cc1ccc(-c2ccccc2)cc1 (centres undefined)
→ i	-5	i	i	i	-4	i	0.1	i	i	i
Nc1cnn(Cc2ccccc2F)c1
→ i	-9	i	i	i	0	i	-0.5	i	i	i
COc1ccc(/C=N/NC(=O)CN2CCN(Cc3ccccc3)CC2)cc1Br
→ i	6	i	i	i	-9	i	-0.5	i	i	i
Cc1ccc2nsnc2c1NC(=O)CCc1ccccc1
→ i	-2	i	i	i	-7	i	-0.1	i	i	i
COc1cc(NC(=S)NC(=O)c2ccccc2F)ccc1NC(=O)c1ccco1
→ i	1	i	i	i	7	i	0.5	i	i	i
CCn1c(CCCc2ccc(OC)c(C)c2)n[nH]c1=S
→ i	-8	i	i	i	16	i	-1.0	i	i	i
Cc1cc2nc(-c3ccco3)cc(C(F)(F)F)n2n1
→ i	-3	i	i	i	-1	i	0.0	i	i	i
COC(=O)N/N=C/c1ccc([N+](=O)[O-])o1
→ i	4	i	i	i	14	i	-0.6	i	i	i
Cc1cccc(-c2nc3c(c(=O)c4ccccc4n3C)c(=O)n2-c2ccccc2)c1
→ i	34	i	i	i	9	i	0.0	i	i	i
O=C(CN1CCN(Cc2ccccc2)CC1)NC(=O)NC1CCCCC1
→ i	-1	i	i	i	1	i	-0.8	i	i	i
CCOc1ncccc1C(=O)Nc1nc(SC)ns1
→ i	6	i	i	i	-18	i	2.8	i	i	i
CCCCCCNC(=O)Cc1c(O)c2ccccc2[nH]c1=O
→ i	-5	i	i	i	11	i	-0.6	i	i	i
Cc1ccc(S(=O)(=O)CC(=O)Nc2nc3ccc(S(N)(=O)=O)cc3s2)cc1
→ i	1	i	i	i	-10	i	0.1	i	i	i
CC(=O)Nc1ccc(N/C=C/C(=O)c2ccc(C)cc2)cc1
→ i	-1	i	i	i	-2	i	-17	i	i	i
O=C(O)CCc1ccc(-c2ccc(Cl)cc2)n1Cc1ccco1
→ i	-11	i	i	i	12	38*	/	i	i	i
CSc1nc(SCC(=O)NCC2CCCO2)c2c3c(sc2n1)CN(C)CC3 (centres undefined)
→ i	-2	i	i	i	0	i	0.2	i	-5*	i
COc1ccc(NC(=O)Cn2nc(C(=O)O)c3ccccc3c2=O)cc1OC
→ i	-4	i	i	i	-4	i	-0.6	i	i	i

High-throughput results as filed in PubChem.
